High-throughput results: PubChem BioAssay, several laboratories
Mtb UGM inh = inhibitors of M. tuberculosis UDP-galactopyranose mutase. AID 504406. inhibition, % at 10 µM. 0.06% of 320,000 active. P9WIQ1. purified UGM, fluorescence polarization probe displacement; in the data active = inhibition above about 10%, passing the limit was not always enough; inconclusive = no clear call, values can overlap the other calls
Target sequence (P9WIQ1 whole entry, looked up): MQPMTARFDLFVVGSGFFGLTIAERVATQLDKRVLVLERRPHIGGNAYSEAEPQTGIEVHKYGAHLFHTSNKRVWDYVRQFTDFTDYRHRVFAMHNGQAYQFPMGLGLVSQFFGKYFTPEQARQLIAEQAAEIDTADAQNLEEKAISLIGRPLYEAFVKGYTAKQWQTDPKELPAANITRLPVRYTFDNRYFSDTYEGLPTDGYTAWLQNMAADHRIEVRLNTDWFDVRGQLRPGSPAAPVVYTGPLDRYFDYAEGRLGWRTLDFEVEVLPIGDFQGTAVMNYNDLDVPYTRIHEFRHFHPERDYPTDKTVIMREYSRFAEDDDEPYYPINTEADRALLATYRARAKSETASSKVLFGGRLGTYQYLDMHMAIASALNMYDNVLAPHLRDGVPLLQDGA
Mtb FBA inh = Mtb fructose-bisphosphate aldolase inhibition; purified M. tuberculosis FBA, fluorescence read-out; inhibition, % at 1 µM; 2.3% of 360,000 active; in the data active = inhibition above about 27%;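 also: 0% = vehicle and 100% = reference inhibitor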
Mtb BioA inh = blocks M. tuberculosis BioA enzyme activity; inhibition, % at 9.99 µM; AID 602481; 0.096% of 360,000 active; purified M. tuberculosis BioA enzyme, plate reader; in the data active = inhibition above about 40%; inconclusive = no clear call, values can overlap the other calls
GDH-TPI counter = GDH-TPI coupled enzyme inhibition counter-screen | 1.2% of 360,000 active | inhibition, % at 4.8 µM | GDH-TPI coupled enzyme counterscreen, NADH absorbance | AID 588335; in the data active = inhibition above about 30%;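 also: 0% = DMSO wells and 100% = wells lacking the enzyme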
BoNT F protease = blocks Botulinum neurotoxin F light chain protease | Multiplex microsphere protease cleavage assay, flow cytometry | inhibition, % at 10 µM | 0.22% of 360,000 active; in the data active = inhibition above about 35%, passing the limit was not always enough; inconclusive = no clear call, values can overlap the other calls; also: plate controls were buffer without enzyme for full effect and enzyme alone for no effect
Rv3671c inh = Rv3671c (M. tuberculosis) protease inhibition. P9WHR9. inhibition, % at 5.96 µM. 0.048% of 320,000 active. AID 2606; in the data active = inhibition above about 38%;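 also: extracellular domain of Rv3671c used as enzyme; 0% = enzyme with DMSO and 100% = no enzyme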
Target sequence (P9WHR9 whole entry, looked up, the tested form may be a part): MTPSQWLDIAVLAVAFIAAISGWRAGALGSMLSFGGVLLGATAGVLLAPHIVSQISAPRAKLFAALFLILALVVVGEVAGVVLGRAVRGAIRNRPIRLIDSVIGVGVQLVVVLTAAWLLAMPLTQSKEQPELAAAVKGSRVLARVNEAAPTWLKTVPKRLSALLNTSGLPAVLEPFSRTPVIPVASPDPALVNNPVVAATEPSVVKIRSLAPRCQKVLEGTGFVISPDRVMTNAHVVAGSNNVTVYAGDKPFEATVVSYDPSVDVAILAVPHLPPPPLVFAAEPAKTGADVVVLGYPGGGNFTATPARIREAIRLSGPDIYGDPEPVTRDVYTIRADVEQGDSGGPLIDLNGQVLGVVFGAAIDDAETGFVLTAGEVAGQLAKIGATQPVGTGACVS
PrPC surface inh = inhibitors of human cell surface prion protein PrPC; TR-FRET read-out; inhibition, % at 13.8 µM; 0.43% of 370,000 active; P04156; in the data active = inhibition above about 24%; also: 0% = median of the test wells and 100% = reference compound wells
MazEF act = increases E. coli MazEF RNase cleavage of RNA; FAM/BHQ RNA-DNA oligo cleavage fluorescence, 5 h; P0AE70; activation, % at 20 µM; 0.32% of 350,000 active; in the data active = activation above about 50%
Target sequence (P0AE70 whole entry, looked up): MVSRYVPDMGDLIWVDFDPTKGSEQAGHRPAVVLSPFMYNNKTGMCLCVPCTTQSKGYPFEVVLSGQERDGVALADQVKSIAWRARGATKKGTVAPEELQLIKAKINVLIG
FadD28 FP inh = inhibitors of Mycobacterium tuberculosis FadD28 bisubstrate binding; FadD28 bisubstrate probe binding, fluorescence polarization; inhibition, % at 12.5 µM; 0.22% of 360,000 active; in the data active = inhibition above about 8.5%, passing the limit was not always enough; inconclusive = no clear call, values can overlap the other calls
Numbers without * were called inactive; ? = inconclusive; . = no result given.

1) COc1ccc(S(=O)(=O)N2CCC(O)(c3ccc(Cl)cc3)CC2)cc1OC
2) CNC(=O)c1ccsc1NC(=O)C1CCCN1S(=O)(=O)c1cccs1 (stereo unspecified)
3) Cc1nc(Cl)sc1C(=O)O
4) O=C(NCc1cccnc1)c1ccc(COc2ccc3c(c2)CCC3)o1
5) Cc1ccc2nc(NC(=O)c3ccc(Cn4cc(Cl)cn4)o3)sc2c1
6) Nc1nc(Nc2ccccc2)nc(NCCO)c1[N+](=O)[O-]
7) CCN(C[C@H]1N[C@@](CC)(C(=O)OC)[C@H]2C(=O)N(C)C(=O)[C@@H]12)S(=O)(=O)c1ccc(OC(F)(F)F)cc1
8) O=S(=O)(Nc1ccc(Oc2ncccn2)c(Cl)c1)c1ccc(Cl)cc1
Screen / compound no.	1	2	3	4	5	6	7	8
Mtb UGM inh	0.4	-2.5	-1.2	2.8	1.4	-1.6	-2.3	-0.9
Mtb FBA inh	-2	-1	5	-2	12	-4	1	3
Mtb BioA inh	.	-0.3	-1.0	5.2	-0.9	3.9	-0.5	1.3
GDH-TPI counter	-5	-2	-7	5	11	40*	5	-4
BoNT F protease	?	1	5	-4	?	?	-1	-9
Rv3671c inh	3	6	-1	-1	2	10	2	-1
PrPC surface inh	3	-4	2	18	11	-17	-6	6
MazEF act	8	10	-6	-6	11	5	4	-16
FadD28 FP inh	-3.1	-4.8	-0.2	-0.3	-5.8	-2.8	-2.1	-1.2

9) CC(C)Nc1nc(NCc2ccccc2)c2sccc2n1
10) CCOC(=O)N1CCN(C(=O)Nc2ccc3oc(C)nc3c2)CC1
11) COc1cc(C2c3c(-c4ccccc4O)n[nH]c3C(=O)N2Cc2ccco2)cc(OC)c1OC (stereo unspecified)
12) CCN1CC2([N+](=O)[O-])C=CC(=O)C([N+](=O)[O-])(C1)C2CC(=O)c1ccccc1 (stereo unspecified)
13) Cc1nc(-c2ccc(NC(=O)C3CCCCC3)cc2)cs1
14) CCn1nnnc1-c1ccc(OC)c(S(=O)(=O)Nc2ccc(OC)cc2)c1
15) N#CCc1c(C#N)c(N)nc(Nc2ccccc2)c1C#N
16) COc1ccc2[nH]c(C)c(CCNC(=S)Nc3cccc(C)c3C)c2c1
Screen / compound no.	9	10	11	12	13	14	15	16
Mtb UGM inh	.	1.1	-3.0	-2.4	1.5	-0.2	3.5	-0.6
Mtb FBA inh	3	0	2	-1	-1	1	-2	3
Mtb BioA inh	2.1	1.5	-1.3	-5.2	3.4	0.8	-1.5	-1.2
GDH-TPI counter	4	3	7	14	8	3	31*	15
BoNT F protease	-3	-9	-1	-32	.	-16	-5	-14
Rv3671c inh	.	1	7	-5	-8	2	3	0
PrPC surface inh	4	-3	-6	-4	3	-8	13	3
MazEF act	.	5	-5	-5	-3	-10	4	11
FadD28 FP inh	-2.4	-3.3	-4.9	4.7	-0.6	-2.5	-4.4	1.4

17) COc1ccc(C(=O)NCC(=O)n2nc(C)cc2C)cc1OC
18) COC(=O)c1ccccc1NC(=O)c1noc2c1CCC2
19) CCCCOC(=O)CCc1c(C)[nH]c(=O)c(C#N)c1C
20) COC(=O)c1cc(C(=O)OC)cc(N2C(=O)CC(Sc3nc(C)cc(C)n3)C2=O)c1 (stereo unspecified)
21) CN(C)S(=O)(=O)c1cccc(NC(=O)Cc2ccsc2)c1
22) CCc1ccccc1NC(=O)c1cc(S(=O)(=O)N(C)C)ccc1N1CCCC1
23) CC(C)c1onc(C(=O)NCc2ccccc2)c1[N+](=O)[O-]
24) Cc1ccc(Cc2c(C3CCCCC3)nc3ccc(Cl)cn23)cc1
Screen / compound no.	17	18	19	20	21	22	23	24
Mtb UGM inh	-0.7	-1.2	1.4	-1.9	-0.4	1.0	-0.3	.
Mtb FBA inh	2	0	6	0	0	-1	-1	4
Mtb BioA inh	-0.5	0.4	0.3	8.1	1.6	0.1	.	-0.3
GDH-TPI counter	-7	-1	14	0	-6	4	-6	.
BoNT F protease	-9	2	-3	-2	4	1	-2	-3
Rv3671c inh	-1	2	0	-8	5	-8	2	.
PrPC surface inh	-7	-3	1	2	11	-5	-12	-2
MazEF act	0	5	1	-3	9	8	-2	.
FadD28 FP inh	0.2	0.9	0.2	-0.4	-4.1	-3.4	-3.6	-4.5

25) CN(Cc1nccs1)C(=O)C1CCC(=O)N(CCc2cccc(F)c2)C1 (stereo unspecified)
26) C=CCOc1ccc2ccccc2c1CNn1cn[nH]c1=S
27) Cc1ccc(N2C(=O)[C@@H]3Cc4ccccc4CN3C2=O)cc1
28) Cc1ccc(S(=O)(=O)Cc2ccc(C(=O)N3CCN(c4cc(C)ccc4C)CC3)o2)cc1
29) Cc1cccc(C(=O)NNC(=O)c2ccc3ccccc3c2)c1
30) Cc1ccc(N(C(=O)Cn2nnc3ccccc32)C(C(=O)NCc2ccccc2)c2ccccn2)cc1 (stereo unspecified)
31) CCC(=O)c1ccc(OC(=O)Cc2ccc(OC)cc2)cc1
32) CSc1ccccc1C(=O)N1CCN(c2ncccn2)CC1
Screen / compound no.	25	26	27	28	29	30	31	32
Mtb UGM inh	2.0	-2.1	0.0	-1.7	.	1.7	0.7	3.0
Mtb FBA inh	1	1	0	0	-4	0	1	3
Mtb BioA inh	3.3	-0.8	-0.9	-0.4	0.0	2.7	0.1	.
GDH-TPI counter	-2	4	-15	-1	5	3	10	0
BoNT F protease	0	?	3	-10	5	2	.	-3
Rv3671c inh	3	0	-4	-13	.	0	51*	-4
PrPC surface inh	-1	5	-4	-1	-2	-1	9	4
MazEF act	-2	1	6	-7	5	-1	0	-1
FadD28 FP inh	0.0	-1.6	-2.5	-3.5	-5.3	0.2	0.1	-3.8

33) O=C(COC(=O)c1ccccc1Cl)NCc1cccs1
34) CCc1nc(SCC(=O)c2ccc(C)c(C)c2)n[nH]1
35) CN(C)CC1CCC/C(=C\c2ccc(OC(=O)/C=C/c3ccc(Cl)c(Cl)c3)cc2)C1=O (stereo unspecified)
36) CCCCn1nnc(NC(=O)c2sc3cc(Cl)ccc3c2Cl)n1
37) Cn1cccc1-c1cc(C(=O)N/N=C/c2ccc(F)cc2)[nH]n1
38) c1coc(-c2nnc3sc(-c4cccs4)nn23)c1
39) CCCCC(=O)Nc1ccc2c(c1)nc1n2CCOC1
40) O=c1c(-c2cc3ccccc3o2)[n+]([O-])c2ccccc2n1OCc1ccccn1
Screen / compound no.	33	34	35	36	37	38	39	40
Mtb UGM inh	.	0.4	.	2.1	-2.3	-3.1	0.6	0.7
Mtb FBA inh	3	-2	1	2	0	2	2	-2
Mtb BioA inh	-2.4	-0.6	.	0.5	5.8	-3.0	0.4	-1.6
GDH-TPI counter	-8	4	5	12	4	16	-1	1
BoNT F protease	-3	0	1	-8	-1	9	-4	3
Rv3671c inh	.	-10	.	-8	-10	-5	-10	-1
PrPC surface inh	4	0	-6	10	-4	6	-6	-21
MazEF act	9	10	2	-2	-1	-4	-14	119*
FadD28 FP inh	0.5	-1.1	-2.2	0.0	-3.1	-0.6	-4.1	-3.1

41) CCOP(=O)(OCC)C(NC(=O)c1cc([N+](=O)[O-])cc([N+](=O)[O-])c1)C(F)(F)F (stereo unspecified)
42) Cc1noc(C)c1C(=O)NC(Cc1c[nH]c2ccccc12)C(=O)O (stereo unspecified)
43) O=C(COc1ccc(C(=O)c2ccccc2)cc1)NCC1CCCCC1
44) S=c1nc(-c2ccccc2)n(CCCN2CCOCC2)c2c1CCCC2
45) C[C@@H](C(=O)N[C@@H](Cc1c[nH]c2ccccc12)C(=O)O)n1nnc2ccccc2c1=O
46) Cc1ccc(C(C)C)cc1OCCOCCN1CCCC1
47) O=C(c1cnccn1)N(Cc1ccco1)C1(C(=O)NC2CCCCC2)CCCCC1
48) OCCNc1ncnc2c1nnn2Cc1ccccc1Cl
Screen / compound no.	41	42	43	44	45	46	47	48
Mtb UGM inh	5.4	-0.8	-2.2	1.1	-0.2	0.0	-0.6	.
Mtb FBA inh	-2	-3	-1	0	0	-2	1	2
Mtb BioA inh	.	-0.4	.	-0.5	-2.4	-0.5	.	-1.1
GDH-TPI counter	-1	0	-1	12	5	10	10	11
BoNT F protease	-8	1	0	-6	-1	-30	-6	-2
Rv3671c inh	-9	8	-8	2	-2	-8	1	.
PrPC surface inh	-35	2	0	-2	-1	-2	1	-6
MazEF act	-1	-2	2	7	0	92*	4	-22
FadD28 FP inh	-1.3	-2.3	-1.4	0.4	-0.2	-3.3	-0.8	-1.4

Retrieved by compound from above:
47) O=C(c1cnccn1)N(Cc1ccco1)C1(C(=O)NC2CCCCC2)CCCCC1
45) C[C@@H](C(=O)N[C@@H](Cc1c[nH]c2ccccc12)C(=O)O)n1nnc2ccccc2c1=O
48) OCCNc1ncnc2c1nnn2Cc1ccccc1Cl
41) CCOP(=O)(OCC)C(NC(=O)c1cc([N+](=O)[O-])cc([N+](=O)[O-])c1)C(F)(F)F (stereo unspecified)
43) O=C(COc1ccc(C(=O)c2ccccc2)cc1)NCC1CCCCC1
Screen / compound no.	47	45	48	41	43
Mtb UGM inh	-0.6	-0.2	.	5.4	-2.2
Mtb FBA inh	1	0	2	-2	-1
Mtb BioA inh	.	-2.4	-1.1	.	.
GDH-TPI counter	10	5	11	-1	-1
BoNT F protease	-6	-1	-2	-8	0
Rv3671c inh	1	-2	.	-9	-8
PrPC surface inh	1	-1	-6	-35	0
MazEF act	4	0	-22	-1	2
FadD28 FP inh	-0.8	-0.2	-1.4	-1.3	-1.4

Next structures follow.
49) C[C@H](CO)N1C[C@H](C)[C@@H](CN(C)Cc2ccccc2C(=O)O)OCc2cnnn2CCCC1=O
50) C=CCNC(=O)c1c(CSc2ccc(Cl)cc2)noc1C(=O)NCCC
51) CCOC(=O)C1CCN(c2ncnc3nc[nH]c23)CC1
52) O=C(CC1CCCC1)Nc1ccc2c(c1)CCC2
53) N=c1c2c3c(sc2ncn1N)CCC3
54) COc1ccc(C2/C(=C(/O)c3ccc(Cl)cc3)C(=O)C(=O)N2CCN2CCOCC2)c(OC)c1 (stereo unspecified)
55) O=C(O)CCCCCN=Cc1c(O)c2ccccc2oc1=O
56) COc1ccc(C(=O)NNC(=O)CCn2nnc(-c3ccc(Cl)cc3)n2)cc1OC
57) COC(=O)CC(NS(=O)(=O)c1cccs1)c1ccc2c(c1)OCO2 (stereo unspecified)
Screen / compound no.	49	50	51	52	53	54	55	56	57
Mtb UGM inh	.	1.8	-0.1	-0.7	1.6	-0.6	0.0	-0.8	-4.2
Mtb FBA inh	3	-1	2	-2	0	1	5	0	-2
Mtb BioA inh	-2.5	-0.1	0.7	-0.6	-0.2	.	.	.	-1.9
GDH-TPI counter	-7	3	-9	-3	-1	13	7	7	8
BoNT F protease	0	2	-3	?	-14	-3	3	-4	-5
Rv3671c inh	.	-3	-4	2	11	6	-11	8	8
PrPC surface inh	-4	6	3	8	5	1	-8	2	-2
MazEF act	9	0	2	4	-8	3	5	-2	-5
FadD28 FP inh	0.4	-4.1	-1.4	-3.5	-0.2	0.6	0.6	-1.6	-0.8
